# From PubChem
# TNAP inh hiacc = human TNAP enzyme inhibitors, primary screen, biochemical, luminescent, high phosphate acceptor level, uHTS. Alkaline phosphatase, tissue-nonspecific isozyme (Homo sapiens), P05186. purified TNAP, CDP-star luminescence, 1 M DEA. 0.03% of 200,000 active. inhibition, % at 20 µM. AID 1135, 2008;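 active = over 50% inhibition of tissue-nonspecific alkaline phosphatase at 20 µM in the single-dose screen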;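 also: plate controls were DMSO wells for no effect and EDTA-quenched wells as full inhibition for full effect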
# Target sequence (P05186 whole entry, looked up): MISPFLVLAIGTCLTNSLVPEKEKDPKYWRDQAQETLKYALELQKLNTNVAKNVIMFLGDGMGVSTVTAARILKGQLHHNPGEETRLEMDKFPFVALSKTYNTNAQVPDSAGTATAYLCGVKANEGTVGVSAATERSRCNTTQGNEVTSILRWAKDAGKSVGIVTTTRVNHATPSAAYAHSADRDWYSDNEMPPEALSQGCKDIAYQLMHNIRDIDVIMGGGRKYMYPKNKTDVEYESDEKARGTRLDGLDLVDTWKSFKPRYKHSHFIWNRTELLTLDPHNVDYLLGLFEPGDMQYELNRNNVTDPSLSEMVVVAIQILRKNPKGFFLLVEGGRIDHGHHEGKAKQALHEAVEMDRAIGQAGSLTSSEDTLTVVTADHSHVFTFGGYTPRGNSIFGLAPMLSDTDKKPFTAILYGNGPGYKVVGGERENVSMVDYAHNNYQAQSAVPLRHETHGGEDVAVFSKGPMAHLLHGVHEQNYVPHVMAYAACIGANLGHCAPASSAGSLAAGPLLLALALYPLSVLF
# bIAP activator = bovine intestinal alkaline phosphatase activators, primary screen, biochemical, bovine IAP, CDP-star luminescence | AID 1016, 2008 | 0.17% of 200,000 active | purified bovine IAP, 30 min; active compounds read high; fold of DMSO-control signal, blank-subtracted | alkaline phosphatase, intestinal [Bos taurus] | activation factor at 20 µM;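 active = activation factor of 2 or more at 20 µM, a signal rise over negative controls twice the positive control's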
# RAM inhibit = inhibitors of the yeast RAM network, primary screen, dse1pr::URA3 reporter, 5-FOA selection | S. cerevisiae dse1pr::URA3 reporter, 5-FOA growth OD615, 2 d; analog-sensitive cbk1-as2 kinase mutant strain | 1.8% of 190,000 active | inhibition, % at 50 µM;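 active = inhibition above a set limit, 3 SD over mean compound inhibition, cut at about 8.4% in these data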;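 also: 0% = DMSO-only wells with no growth and 100% = 10 µM 1-NA-PP1 full growth; inhibition rescues growth on 5-FOA so higher OD means more RAM inhibition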
# FLuc act counter = FLuc activators, initial screening, artefact control for FLuc-dependent activation tests, biochemical, ATPlite luminescence | 200,000 tested, under 10 active | AID 1027, 2008 | activation factor at 10 µM | ATPlite luciferase biochemical, 10 min; 0 = ATP-free wells, 1 = DMSO control;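 active = luciferase activation factor, scaled between plate controls, of at least 2 with compound at 10 µM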
#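 assay system = Luciferase/luciferin detection reagent, cell-free biochemical luciferase assay | also added = ATP substrate | times = 10 min post-reagent at room temperature | measured by = luminescence from luciferase reaction | measure = luciferase activation, seen as luminescence increase over controls | benchmarks = low control with PBS replacing ATP, high control enzyme plus ATP without compound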
# bIAP inhibitor = bovine intestinal alkaline phosphatase inhibitors, primary screen, selectivity assay for TNAP inhibitor project, biochemical, bovine IAP, CDP-star luminescence; alkaline phosphatase, intestinal [Bos taurus]; purified bovine IAP, 30 min; inhibition, % at 20 µM; 190,000 tested, under 10 active; AID 1019, 2008;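 active = over 50% inhibition of intestinal alkaline phosphatase at 20 µM in the single-dose screen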
#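 System: Purified bovine intestinal alkaline phosphatase (IAP) enzyme | Input: IAP diluted 1/65,000,000 in the well | Also added: CDP-star chemiluminescent phosphatase substrate, 30 µM final | Dosing: 20 µM single dose | Times: Enzyme reaction for 30 min at room temperature | Detection: Luminescence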
# FLuc inh counter = firefly luciferase enzyme inhibitors, primary screen, artefact control for luciferase-based inhibitor screens, biochemical, luminescence, ATPLite. 10 min. Luciferin 4-monooxygenase (Photinus pyralis), P08659. inhibition, % at 10 µM. 1.5% of 200,000 active;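 active = inhibition above about 50% when tested at 10 µM, limit read from the data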
# TNAP inh no acc = human TNAP enzyme inhibitors, primary screen, biochemical, luminescent, no phosphate acceptor, uHTS; Alkaline phosphatase, tissue-nonspecific isozyme (Homo sapiens), P05186; inhibition, % at 20 µM; purified TNAP, CDP-star luminescence, 30 min; 0.26% of 200,000 active;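 active = tissue-nonspecific alkaline phosphatase inhibition above about 50% at 20 µM in the single-dose screen, limit read from the data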;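 also: 0% = DMSO negative control and 100% = EDTA positive control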
# APP 5UTR inh = inhibitors of APP translation via 5'UTR reporter, primary screen, APP 5'UTR luciferase, SH-SY5Y cells. AID 1285, 2008. 0.82% of 190,000 active. inhibition, % at 2 µM. SH-SY5Y APP 5'UTR-luciferase reporter, luminescence;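 active = inhibition above a set limit, derived from the sample mean plus 3 SD, cut at about 45% in these data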; also: values of inactives mirror those of a sister screen read the other way
# L major viab = Leishmania major promastigote growth inhibition, primary screen; Leishmania major promastigotes, resazurin fluorescence viability; inhibition, % at 10 µM; 9% of 200,000 active; AID 1063, 2008; in the data active = inhibition above about 50%;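 also: promastigotes grown with compound for 44 hours at 28 °C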
# TNAP act hiacc = TNAP activators at high phosphate acceptor level, primary screen, biochemical, luminescence, uHTS; purified TNAP, CDP-star luminescence, 1 M DEA, 30 min; active compounds read high; 0 = EDTA background, 1 = DMSO-only activity; 200,000 tested, under 10 active; activation factor at 20 µM;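 active = activation factor at least 2 at 20 µM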
#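 Measured by: Luminescent substrate turnover signal | Test system: Human TNAP | Input: TNAP 1/800 final | Dosing: 20 µM single point | Schedule: 30 min, room temperature | Controls: EDTA wells as negative control, DMSO wells as positive control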
# Numbers without * were called inactive; nt = no result given.
molecule	TNAP inh hiacc	bIAP activator	RAM inhibit	FLuc act counter	bIAP inhibitor	FLuc inh counter	TNAP inh no acc	APP 5UTR inh	L major viab	TNAP act hiacc
CSCC[C@H](Nc1ncnc2sc(C)c(C)c12)C(=O)O	-5	1	-0.3	1	2	-2	-14	-10	-7	1.1
CNC(=O)c1ccc(-c2sc3nc(N4CCOCC4)c4c(c3c2N)CCCC4)o1	-9	1	9.3*	1.1	-3	-6	-20	-3	29	1.1
Cc1cc(=O)oc2cc(NC(=O)c3cc([N+](=O)[O-])ccc3N3CCOCC3)ccc12	4	1.2	2.9	1	-18	1	0	-36	6	1
Cc1ccc(CN(C(=O)CNC(=O)c2cccs2)C(C(=O)NCC2CCCO2)c2ccccc2)cc1 (stereo not given)	-4	1.2	5.5	1	-17	-3	-8	0	-4	1
CCCC1(CCC)NC(=O)N(CC(=O)N2CCN(C(=O)c3ccco3)CC2)C1=O	-8	0.9	1.5	1.1	9	-6	-15	2	-5	1.1
COc1cc(C)nc(OCCNC(=O)COc2ccc(Cl)cc2C)n1	-7	1	0.4	1.1	-3	-6	-12	16	4	1.1
Cc1ccc(N(C(=O)CCl)C(C(=O)NC2CCCCC2)c2cccnc2)cc1C (stereo not given)	-7	0.8	1.3	1.1	24	-11	-20	30	100*	1.1
c1nnc2c3c4c(sc3ncn12)CCC4	-7	1.2	1.3	1.1	-20	-6	-11	-4	-6	1.1
O=C(NCc1ccc2c(c1)OCO2)c1nnc(Cc2ccc(Cl)cc2)o1	-4	0.8	2.4	1.1	16	-10	-11	-27	-8	1
COC(=O)[C@@]1(Cc2ccc(F)cc2)[C@H]2c3cc(C(=O)N4CCCC4)n(CCc4ccc(O)c(O)c4)c3C[C@H]2CN1C(=O)c1ccccc1	7	1.1	5.3	1	-8	3	41	1	100*	0.9
Cc1ccc(C(C)C)c(OCC(=O)Nn2c(=O)[nH]c3ccccc3c2=O)c1	0	0.9	1.6	1	13	-4	-8	13	59*	1
Cc1nn(Cc2ccc(Cl)cc2Cl)c(C)c1NC(=O)NC12CC3CC(CC(C3)C1)C2	-26	1.3	2.2	1.1	-34	-5	-67	24	100*	1.3
C/C(=N\NC(=O)c1cc(-c2ccncc2)nc2ccccc12)c1ccc(OC(F)F)cc1	-5	0.9	2.1	1	7	-1	-17	12	89*	1.1
CCOC(=O)CCc1c(C)nc(SCC(=O)O)c(C#N)c1C	-7	0.9	0.7	1	11	-4	-13	0	-9	1.1
CCOC(=O)c1nnn(-c2nonc2-n2cccc2)c1C	-3	0.9	1.2	1.1	12	-11	-1	7	1	1
CN(CC(=O)Nc1ccccc1N1CCOCC1)CC(=O)Nc1ccc(F)c(F)c1F	-4	1.2	1.1	1	-22	2	-30	18	15	1
COC(=O)Cn1nnc(-c2cccc(OC)c2)n1	-4	0.9	0.0	0.9	7	5	-15	-10	-2	1
C#Cc1ccc([C@H]2C=C(C(=O)N3CCN(Cc4ccccc4)CC3)O[C@@H](OCC)[C@@H]2CCCO)cc1	-6	1.2	0.8	1.1	-20	-7	-7	2	5	1.1
O=C(CCC1CCCCC1)Nc1cccnc1	-2	0.9	0.0	1	7	3	-12	20	6	1
CCn1c2ccccc2c2nnc(SCC(=O)Nc3ncccn3)nc21	-5	0.8	3.9	1.1	15	-11	-5	5	-6	1

# The list goes on; it opens with the 2 that closed the last part.
molecule	TNAP inh hiacc	bIAP activator	RAM inhibit	FLuc act counter	bIAP inhibitor	FLuc inh counter	TNAP inh no acc	APP 5UTR inh	L major viab	TNAP act hiacc
O=C(CCC1CCCCC1)Nc1cccnc1	-2	0.9	0.0	1	7	3	-12	20	6	1
CCn1c2ccccc2c2nnc(SCC(=O)Nc3ncccn3)nc21	-5	0.8	3.9	1.1	15	-11	-5	5	-6	1
CC(C)(C)n1nnnc1C(c1ccccn1)N1CCN(C(c2ccccc2)c2ccccc2)CC1 (stereo not given)	0	1	0.6	1	-1	0	-1	0	27	1
COC(=O)[C@H](Cc1ccccc1)NC(=O)NCC1CCCO1 (stereo not given in full)	-1	0.9	1.3	1.1	10	-6	-8	-10	-2	1
O=C(N/C(=C/c1cccs1)C(=O)N1CCOCC1)c1ccco1	1	1	1.3	1	-4	3	-3	-1	-4	1
COc1ccc(C(=O)N2CCN=C2SC)cc1OC	0	0.9	1.5	1	9	-2	-9	3	1	1
COc1ccc(-c2noc(-c3cc4ccccc4oc3=O)n2)cc1	3	1	1.4	1	2	4	-2	12	1	1
CCNC(=O)C12CCC(C)(C(=O)C1Br)C2(C)C (stereo not given)	1	1	-0.2	1	4	2	-17	-10	-4	1
Cc1c(C(=O)OCC2CCCO2)[nH]c2c1C(=O)CC(c1ccco1)C2 (stereo not given)	-1	1	0.6	1	4	-4	-7	33	2	1
N=P(N1CCOCC1)(N1CCOCC1)C12CC3CC(CC(C3)C1)C2	-3	1	1.0	1	3	-1	7	1	-6	1
CCCNC(=O)COC(=O)c1[nH]c(C)c(C(=O)OCC)c1C	0	1	1.2	1	2	2	-11	-16	9	1
Oc1ccccc1-c1cc(-c2cccc(F)c2)n[nH]1	-5	1.4	-0.8	0.9	-40	11	-41	-202	13	1
CC(=O)c1ccc(N(C(=O)Cn2nnc3ccccc32)C(C(=O)NCc2ccccc2)c2ccccn2)cc1 (stereo not given)	2	1	2.4	1	0	-2	-5	-2	-4	1
Cc1ccc2nc(SCC(=O)N/N=C/c3ccco3)cc(C)c2c1	-2	0.8	2.3	1	16	-3	-9	-21	16	1
Cc1cc(NC2CCCCC2)n2c(n1)nc1ccccc12	-5	1	-0.5	1	-1	-2	-12	-8	0	1.1
COC(=O)c1ccccc1NC(=O)C1CC(=O)N(c2ccc(C)cc2)C1 (stereo not given)	-3	0.9	-0.8	1.1	8	-7	-8	1	-5	1
Cc1cnc(NC(=O)CSc2nnc(-c3ccncc3)n2C2CCCCC2)s1	-4	1	-1.0	1.1	2	-5	-9	-8	46	1
O=S(=O)(NCCc1ccncc1)c1ccc(S(=O)(=O)N2CCCCCC2)cc1	-7	1	-0.5	1	-4	-4	-8	-20	-3	1.1
NC(=O)CC[C@@H]1NC(=O)[C@H](CO)NC(=O)c2cc([N+](=O)[O-])cc(I)c2NCCC[C@@H](C(N)=O)NC(=O)[C@H](Cc2ccc(O)cc2)NC1=O	-4	0.6	2.7	1.1	38	-7	-9	-3	-6	1
COc1ccc(CCNC(=O)CCNS(=O)(=O)c2cccc(Cl)c2)cc1OC	-3	1	0.6	1	1	-5	-8	12	0	1
COc1cccc(-c2csc(N3CCN(C(=O)NC45CC6CC(CC(C6)C4)C5)CC3)n2)c1	-7	0.9	1.9	1.1	8	-5	-19	0	35	1.1
CCCOC(=O)c1ccc(NC(=O)C2C3CCC(C3)C2C(=O)O)cc1 (stereo not given)	3	0.5	2.1	1	nt	4	0	-13	5	1

# Among those listed so far, 3 have a COOH group:
molecule	TNAP inh hiacc	bIAP activator	RAM inhibit	FLuc act counter	bIAP inhibitor	FLuc inh counter	TNAP inh no acc	APP 5UTR inh	L major viab	TNAP act hiacc
CSCC[C@H](Nc1ncnc2sc(C)c(C)c12)C(=O)O	-5	1	-0.3	1	2	-2	-14	-10	-7	1.1
CCOC(=O)CCc1c(C)nc(SCC(=O)O)c(C#N)c1C	-7	0.9	0.7	1	11	-4	-13	0	-9	1.1
CCCOC(=O)c1ccc(NC(=O)C2C3CCC(C3)C2C(=O)O)cc1 (stereo not given)	3	0.5	2.1	1	nt	4	0	-13	5	1

# Other results
molecule | TNAP inh hiacc | bIAP activator | RAM inhibit | FLuc act counter | bIAP inhibitor | FLuc inh counter | TNAP inh no acc | APP 5UTR inh | L major viab | TNAP act hiacc
CCn1c(C)nc2cc(S(=O)(=O)Nc3ccc(C)cc3)ccc21 | -4 | 1.1 | 1.5 | 1 | -13 | 0 | -5 | -9 | 3 | 1
NC(=O)C1CCCN1 (stereo not given) | 6 | 1.1 | -0.6 | 1 | -8 | -1 | -5 | 11 | -3 | 0.9
CC(c1ccc(F)cc1)n1cc(C(=O)NCCN(C)C)nn1 (stereo not given) | -1 | 1 | -0.3 | 1.1 | 3 | -9 | -3 | 15 | -6 | 1
CCOC(=O)C1=C(C)NC(=O)NC1 | -7 | 0.9 | 0.4 | 1.1 | 10 | -7 | -10 | -20 | -4 | 1.1
Cc1ccc(/C=N\NC(=O)C2COc3cc4ccccc4cc3O2)o1 (stereo not given) | -3 | 1 | -0.9 | 1 | 4 | -3 | -3 | -2 | 0 | 1
Cc1ccc(Nc2nnc(SCC(=O)Nc3ccc(S(=O)(=O)N4CCOCC4)cc3)s2)cc1 | -2 | 1 | 6.3 | 0.7 | 0 | 33 | -5 | -12 | 40 | 1
Cc1ccc(-n2c(=O)c(C#N)cc3c(=O)n4ccccc4nc32)cc1 | -5 | 0.9 | 2.5 | 1.1 | 11 | -7 | -3 | 2 | 0 | 1.1
O=C(Nc1ccc(N2CCOCC2)cc1N1CCOCC1)c1cccs1 | -4 | 0.9 | 3.9 | 1 | 7 | -1 | -19 | 21 | -2 | 1
CCOC(=O)C1=C[C@]2(CC)CCCN3CCc4c(n1c1ccccc41)[C@@H]32 | -1 | 0.9 | 1.7 | 1 | 8 | -1 | -4 | 4 | 27 | 1
CCC(=O)Nc1c(C(=O)N2CCCCCC2)cnn1-c1ccc(C)c(C)c1 | -2 | 1 | 1.0 | 1.1 | 3 | -7 | -1 | 4 | -5 | 1
O=C(NCCCO)c1cc2ccccc2[nH]1 | -8 | 1 | 0.2 | 1.1 | 3 | -7 | -5 | -11 | -11 | 1.1
